Pf apPOL block: Pf-apPOL inhibitors, biochemical, fluorescence; Plasmodium falciparum apicoplast DNA polymerase (apPOL); Recombinant Pf-apPOL, molecular beacon fluorescence, 1.5 h; inhibition, % at 10 µM; hit rate 0.25% among 210,000; AID 1794808, 2022
mHTT-CaM PPI inh: mutant huntingtin-calmodulin interaction inhibitors – biochemical, AlphaScreen, primary screen. P42858. AlphaScreen His-mHTT/GST-CaM binding, luminescence. inhibition, % at 15 µM. hit rate 3.6% among 190,000. AID 1671202, 2021;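 further: 0% = both proteins with DMSO and 100% = one protein alone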
Numbers without * were called inactive; & = joins results of further samples; ! = a repeat was not active. No stated cut-off is given here; in the data, active means inhibition above about 50%; inactive means the rest. Rows were taken by chance; overall some 3.6% were active at least once.

What do the screens show for `CC1Oc2ccc(NC(=O)Cc3cccs3)cc2CN(C2CC2)C1=O` (stereo not drawn)?
Pf apPOL block: -4; mHTT-CaM PPI inh: 22

Results for Cc1ccc(NC(=O)C2CCN(c3nccc(C)n3)CC2)cc1 ?
Pf apPOL block: 0; mHTT-CaM PPI inh: -11

How did OC(COCC1CC2CCC1C2)CN1CCOCC1 (stereo not drawn) do in these assays?
Pf apPOL block: 0&-3; mHTT-CaM PPI inh: 2&-18

What do the screens show for `O=C(NC1CCCCC1)c1ccc2c(c1)NC(=O)C(N1CCOCC1)S2` (stereo not drawn)?
Pf apPOL block: -14; mHTT-CaM PPI inh: -3

What do the screens show for `COc1cc(C(=O)Nc2ccc(Cl)c(Cl)c2)cc(OC)c1OC`?
Pf apPOL block: -7; mHTT-CaM PPI inh: 3

What do the screens show for `COc1ccc(C2SC(C)C(=O)N2Cc2ccccc2)cc1` (stereo not drawn)?
Pf apPOL block: 0; mHTT-CaM PPI inh: -18

How did O=C(CSc1ncccn1)c1ccc(O)c(O)c1 do in these assays?
Pf apPOL block: -4; mHTT-CaM PPI inh: -3

How did CCc1ccc2nc(N3CCC(C(=O)NC4CC4)CC3)sc2c1 do in these assays?
Pf apPOL block: 1; mHTT-CaM PPI inh: 2

What do the screens show for `CCCCCCSC1=C(C#N)C2(CCCC2)C(C#N)C(=O)N1` (stereo not drawn)?
Pf apPOL block: 5; mHTT-CaM PPI inh: -2

What do the screens show for `OCC#CCSc1nnc(-c2ccc(Br)cc2)o1`?
Pf apPOL block: 8; mHTT-CaM PPI inh: -9

What do the screens show for `O=C(NCc1ccccc1)c1cc2ccccc2o1`?
Pf apPOL block: -5; mHTT-CaM PPI inh: -6

What do the screens show for `Cc1cccc(N(CC(=O)NC2CC3CCC2C3)S(=O)(=O)c2ccccc2)c1C` (stereo not drawn)?
Pf apPOL block: -6; mHTT-CaM PPI inh: -5

How did CCC(=O)N1CCc2sc(S(=O)(=O)Nc3ccc(C(C)C)cc3)cc2C1 do in these assays?
Pf apPOL block: -6; mHTT-CaM PPI inh: 25

What do the screens show for `COc1ccccc1Oc1c(C)oc2cc(OC(=O)c3ccc(F)cc3)ccc2c1=O`?
Pf apPOL block: -7; mHTT-CaM PPI inh: -1

What do the screens show for `CC(C)(C)Nc1nc(Cl)nc(NC2CCCCC2)n1`?
Pf apPOL block: 0; mHTT-CaM PPI inh: 2

How did CN1CCCC1CCOC(C)(c1ccccc1)c1ccc(Cl)cc1 (stereo not drawn) do in these assays?
Pf apPOL block: 4

Results for CC(=O)Nc1ccc(S(=O)(=O)NCC2CCC(C(=O)N3CCC4(CC3)OCCO4)CC2)cc1 (stereo not drawn) ?
Pf apPOL block: -4; mHTT-CaM PPI inh: 7

How did O=S(=O)(Nc1nc2n(n1)C(c1ccccc1)C=C(c1ccccc1)N2)c1ccccc1 (stereo not drawn) do in these assays?
Pf apPOL block: -8; mHTT-CaM PPI inh: -2

How did Cc1ccc(-n2nc(C)c3sc(N4CCCC(C(=O)NCc5ccccn5)C4)nc32)cc1 (stereo not drawn) do in these assays?
Pf apPOL block: 0; mHTT-CaM PPI inh: 38

Results for O=S(=O)(c1ccc2c(c1)CCC2)N1CCCC1c1nc(-c2cccc(Cl)c2)no1 (stereo not drawn) ?
Pf apPOL block: 2; mHTT-CaM PPI inh: -3

How did CC1CCN(CCC(=O)Nc2ccc(OC(F)(F)Cl)cc2)CC1 do in these assays?
Pf apPOL block: -2; mHTT-CaM PPI inh: -4

What do the screens show for `O=S(=O)(c1ccccc1)N1CCC(N2CCCCC2)CC1`?
Pf apPOL block: -4; mHTT-CaM PPI inh: -2

What do the screens show for `O=C(CCSc1ccccc1)Nc1nc2c(s1)COCC2`?
Pf apPOL block: -10; mHTT-CaM PPI inh: -4

How did COc1cc(C(=O)ON=C2C=CC(=O)C=C2)cc(OC)c1OC do in these assays?
Pf apPOL block: -1; mHTT-CaM PPI inh: 8

How did Cc1cccc(OCC(=O)NCCc2ccccc2)c1C do in these assays?
Pf apPOL block: -5; mHTT-CaM PPI inh: -8

Results for O=c1cc(O)c2sc3nc(-c4ccccc4)cc(-c4ccccc4)c3c2[nH]1 ?
mHTT-CaM PPI inh: -5

How did O=C(CSc1nc2ccccc2s1)C1CC1 do in these assays?
mHTT-CaM PPI inh: -21

Results for O=C(Nc1ccc(Cl)cc1)Oc1cccc(N2CCOCC2)c1 ?
Pf apPOL block: -10

Results for COc1ccc2[nH]cc(CCNC(=O)C3CCc4nc(N5CCCC5)ncc4C3)c2c1 (stereo not drawn) ?
Pf apPOL block: -8; mHTT-CaM PPI inh: 23

Results for COc1cccc(-n2nc(C(=O)NC3CCCC(C)C3C)c3ccccc3c2=O)c1 (stereo not drawn) ?
Pf apPOL block: -4; mHTT-CaM PPI inh: -8

How did Cc1ccc2c(c1)/C(=C/c1ccccc1)c1cccnc1-2 do in these assays?
Pf apPOL block: -1; mHTT-CaM PPI inh: 1

What do the screens show for `COc1ccc(C(=O)C=Cc2cc(Cl)cc3c2OCOC3)c(O)c1`?
Pf apPOL block: -3; mHTT-CaM PPI inh: 9

How did O=C(Nc1cccc(Cl)c1)Nc1ccc(F)c(Cl)c1 do in these assays?
Pf apPOL block: 2; mHTT-CaM PPI inh: -21

What do the screens show for `CC1(C)CC(CCNCc2cccnc2)(c2cccc(C(F)(F)F)c2)CCO1` (stereo not drawn)?
Pf apPOL block: -6; mHTT-CaM PPI inh: -6

Results for CCCCN(C)C(=O)CN1CCN(C(=O)Nc2ccc(F)cc2)CC1=O ?
Pf apPOL block: -4; mHTT-CaM PPI inh: -12

How did COc1ccc(NS(=O)(=O)c2sc(Cl)cc2Br)c(OC)n1 do in these assays?
Pf apPOL block: -3&-3

How did O=C(Cn1ccc2ccccc21)N1CCN(c2ccccc2O)CC1 do in these assays?
Pf apPOL block: 5; mHTT-CaM PPI inh: 23

Results for COc1cccc(CN2CCC(N3CCN(CCO)CC3)CC2)c1 ?
Pf apPOL block: 2; mHTT-CaM PPI inh: 2

What do the screens show for `O=C(C1=C(O)C(=O)N(Cc2cccnc2)C1c1cccc([N+](=O)[O-])c1)c1cccs1` (stereo not drawn)?
Pf apPOL block: 1; mHTT-CaM PPI inh: -2

Results for O=C1c2ccccc2NC(c2cc3c(cc2[N+](=O)[O-])OCO3)N1c1ccccc1 (stereo not drawn) ?
Pf apPOL block: -1&-12; mHTT-CaM PPI inh: 90*!

Results for Cc1nnc(NC(=O)CSc2nc3c(cnn3CCO)c(=O)[nH]2)s1 ?
Pf apPOL block: 3; mHTT-CaM PPI inh: -3

How did CCc1nc(C2CCCN2C(=O)NCc2ccc(F)cc2)n[nH]1 (stereo not drawn) do in these assays?
Pf apPOL block: -3; mHTT-CaM PPI inh: -7

What do the screens show for `CC(=O)N1CCN(c2nc3c(s2)CC(C(=O)N2CCCCCC2)CC3)CC1` (stereo not drawn)?
Pf apPOL block: -1; mHTT-CaM PPI inh: 9

Results for CC1(C(=O)NCc2cccnc2)CCC(=O)N1CCc1ccc(Cl)cc1 (stereo not drawn) ?
Pf apPOL block: -4; mHTT-CaM PPI inh: 3

Results for CCCn1ncc(N2CCC(C(=O)NCc3ccc(OC)cc3)CC2)cc1=O ?
Pf apPOL block: -1; mHTT-CaM PPI inh: 4

How did Cn1c(=O)c2c(nc3n(-c4ccccc4)c(-c4ccc(F)cc4)cn23)n(C)c1=O do in these assays?
Pf apPOL block: 0; mHTT-CaM PPI inh: -4

What do the screens show for `CC(=O)c1cccc(N=Cc2cc([N+](=O)[O-])ccc2O)c1`?
Pf apPOL block: 5; mHTT-CaM PPI inh: 6

How did CCN(CCCNC(=O)c1cc2cc3ccc(OC)cc3nc2s1)c1ccccc1 do in these assays?
Pf apPOL block: -7; mHTT-CaM PPI inh: 44

How did Cc1ccc(NC(=O)CN2C(=O)CC(c3ccccc3)=Nc3cccnc32)c(Cl)c1 do in these assays?
Pf apPOL block: 1; mHTT-CaM PPI inh: -4

What do the screens show for `Cc1ccc(CCNC(=O)c2ccc(N3C(=O)NC4CC3(C)Oc3ccccc34)cc2)cc1` (stereo not drawn)?
Pf apPOL block: -6; mHTT-CaM PPI inh: 49

What do the screens show for `Cc1cc(C)c(NC(=O)C(Br)C(C)C)c(C)c1` (stereo not drawn)?
Pf apPOL block: 1; mHTT-CaM PPI inh: -5

Results for O=C(Nc1ccccc1C(F)(F)F)C1CC(c2ccccc2F)=NO1 (stereo not drawn) ?
Pf apPOL block: 3; mHTT-CaM PPI inh: -18

Results for O=C(CSc1nnc(C2CCCCC2)n1-n1cccc1)Nc1ccc(OC(F)F)cc1 ?
Pf apPOL block: 1; mHTT-CaM PPI inh: 17

What do the screens show for `COc1ccc(CNC(=O)C2(C)CCCN(C(=O)Cc3ccc(OC)c(OC)c3)C2)cc1` (stereo not drawn)?
Pf apPOL block: -2; mHTT-CaM PPI inh: 0

What do the screens show for `CN(C)c1c(F)cc(C(=O)NCc2ccccc2)cc1F`?
Pf apPOL block: -4

What do the screens show for `Cn1c(=O)c2c(ncn2CC(=O)Nc2nnc(C(C)(C)C)s2)n(C)c1=O`?
Pf apPOL block: -19; mHTT-CaM PPI inh: 1

How did Cc1ccc([N+](=O)[O-])cc1-c1ccc(C=C2C(=O)OC(C)(C)OC2=O)o1 do in these assays?
Pf apPOL block: 1; mHTT-CaM PPI inh: 4

Results for CCOc1ccc(N=c2scc(-c3ccc(Br)cc3)n2CCO)cc1 ?
Pf apPOL block: -4; mHTT-CaM PPI inh: 19

Results for Cn1cnnc1SCC(=O)Nc1ccccc1 ?
Pf apPOL block: -3; mHTT-CaM PPI inh: 1

How did O=C(c1cnn2c(C(F)(F)F)cc(-c3ccccc3)nc12)N1CCc2ccccc2C1 do in these assays?
Pf apPOL block: -5; mHTT-CaM PPI inh: -1

At a glance, part of the list above.
What do the screens show for `CC1Oc2ccc(NC(=O)Cc3cccs3)cc2CN(C2CC2)C1=O` (stereo not drawn)?
Pf apPOL block: -4; mHTT-CaM PPI inh: 22

Results for Cc1ccc(NC(=O)C2CCN(c3nccc(C)n3)CC2)cc1 ?
Pf apPOL block: 0; mHTT-CaM PPI inh: -11

How did OC(COCC1CC2CCC1C2)CN1CCOCC1 (stereo not drawn) do in these assays?
Pf apPOL block: 0&-3; mHTT-CaM PPI inh: 2&-18

What do the screens show for `O=C(NC1CCCCC1)c1ccc2c(c1)NC(=O)C(N1CCOCC1)S2` (stereo not drawn)?
Pf apPOL block: -14; mHTT-CaM PPI inh: -3

What do the screens show for `COc1cc(C(=O)Nc2ccc(Cl)c(Cl)c2)cc(OC)c1OC`?
Pf apPOL block: -7; mHTT-CaM PPI inh: 3

What do the screens show for `COc1ccc(C2SC(C)C(=O)N2Cc2ccccc2)cc1` (stereo not drawn)?
Pf apPOL block: 0; mHTT-CaM PPI inh: -18

How did O=C(CSc1ncccn1)c1ccc(O)c(O)c1 do in these assays?
Pf apPOL block: -4; mHTT-CaM PPI inh: -3

How did CCc1ccc2nc(N3CCC(C(=O)NC4CC4)CC3)sc2c1 do in these assays?
Pf apPOL block: 1; mHTT-CaM PPI inh: 2

What do the screens show for `CCCCCCSC1=C(C#N)C2(CCCC2)C(C#N)C(=O)N1` (stereo not drawn)?
Pf apPOL block: 5; mHTT-CaM PPI inh: -2

What do the screens show for `OCC#CCSc1nnc(-c2ccc(Br)cc2)o1`?
Pf apPOL block: 8; mHTT-CaM PPI inh: -9

What do the screens show for `O=C(NCc1ccccc1)c1cc2ccccc2o1`?
Pf apPOL block: -5; mHTT-CaM PPI inh: -6

What do the screens show for `Cc1cccc(N(CC(=O)NC2CC3CCC2C3)S(=O)(=O)c2ccccc2)c1C` (stereo not drawn)?
Pf apPOL block: -6; mHTT-CaM PPI inh: -5

How did CCC(=O)N1CCc2sc(S(=O)(=O)Nc3ccc(C(C)C)cc3)cc2C1 do in these assays?
Pf apPOL block: -6; mHTT-CaM PPI inh: 25

What do the screens show for `COc1ccccc1Oc1c(C)oc2cc(OC(=O)c3ccc(F)cc3)ccc2c1=O`?
Pf apPOL block: -7; mHTT-CaM PPI inh: -1

What do the screens show for `CC(C)(C)Nc1nc(Cl)nc(NC2CCCCC2)n1`?
Pf apPOL block: 0; mHTT-CaM PPI inh: 2

Carrying on.
How did CCCCc1ccc(NC(=O)C23CCC(C)(C(=O)C2=O)C3(C)C)cc1 (stereo not drawn) do in these assays?
Pf apPOL block: -5; mHTT-CaM PPI inh: 1

What do the screens show for `O=C(NCCc1cccs1)C1CCCN(c2cn[nH]c(=O)c2)C1` (stereo not drawn)?
Pf apPOL block: -3; mHTT-CaM PPI inh: -3

How did C=CCSc1nc2c(cnn2-c2ccc(C)c(C)c2)c(=O)[nH]1 do in these assays?
Pf apPOL block: 16; mHTT-CaM PPI inh: -1

How did Cc1ccc(N2CCCS2(=O)=O)cc1NS(=O)(=O)CCc1ccccc1 do in these assays?
Pf apPOL block: -5; mHTT-CaM PPI inh: -10

What do the screens show for `COCCn1cc2c3c(cccc31)CN(C(=O)c1ccccc1Br)CC2`?
Pf apPOL block: -7; mHTT-CaM PPI inh: 69*

Results for O=C(Nc1ccc(F)cc1F)N1CCCCCC1c1cccs1 (stereo not drawn) ?
Pf apPOL block: 2; mHTT-CaM PPI inh: -22

Results for CC(Cc1ccccc1)NC(=O)CC(c1ccccc1)c1ccccc1O (stereo not drawn) ?
Pf apPOL block: -5; mHTT-CaM PPI inh: -8

Results for C=CCc1cccc(OC)c1OCCCN1CCN(C)CC1 ?
Pf apPOL block: 0; mHTT-CaM PPI inh: -2

How did COc1ccccc1CN1C(=O)CCC1(C)C(=O)NCCC(C)C (stereo not drawn) do in these assays?
Pf apPOL block: -2; mHTT-CaM PPI inh: -9

How did C=CCn1c(=O)c2c(ncn2CC=C)n(-c2ccccc2Cl)c1=O do in these assays?
Pf apPOL block: 0; mHTT-CaM PPI inh: -2

What do the screens show for `COc1ccc(-c2noc(C3CCCN3C(=O)Nc3ccc(C)cc3)n2)cc1` (stereo not drawn)?
Pf apPOL block: -2; mHTT-CaM PPI inh: 6

Compound activity deposited in PubChem BioAssay by University of Kansas High Throughput Screening Laboratory.
